RBX1-CUL1 inh – inhibitors of human ROC1-CUL1 ubiquitin ligase activity. E3 ubiquitin-protein ligase RBX1 (Homo sapiens) + Cullin-1 (Homo sapiens), P62877+Q13616. in vitro K48 di-Ub FRET, acceptor:donor ratio, 45 min. inhibition, % at 10 µM. 140,000 compounds, 0.6% hits; in the data active means inhibition above about 25%
Target sequence (P62877 whole entry, looked up): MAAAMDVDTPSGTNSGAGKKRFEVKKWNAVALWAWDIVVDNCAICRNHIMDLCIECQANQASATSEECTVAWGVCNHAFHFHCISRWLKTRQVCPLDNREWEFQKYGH
Target sequence (Q13616 whole entry, looked up): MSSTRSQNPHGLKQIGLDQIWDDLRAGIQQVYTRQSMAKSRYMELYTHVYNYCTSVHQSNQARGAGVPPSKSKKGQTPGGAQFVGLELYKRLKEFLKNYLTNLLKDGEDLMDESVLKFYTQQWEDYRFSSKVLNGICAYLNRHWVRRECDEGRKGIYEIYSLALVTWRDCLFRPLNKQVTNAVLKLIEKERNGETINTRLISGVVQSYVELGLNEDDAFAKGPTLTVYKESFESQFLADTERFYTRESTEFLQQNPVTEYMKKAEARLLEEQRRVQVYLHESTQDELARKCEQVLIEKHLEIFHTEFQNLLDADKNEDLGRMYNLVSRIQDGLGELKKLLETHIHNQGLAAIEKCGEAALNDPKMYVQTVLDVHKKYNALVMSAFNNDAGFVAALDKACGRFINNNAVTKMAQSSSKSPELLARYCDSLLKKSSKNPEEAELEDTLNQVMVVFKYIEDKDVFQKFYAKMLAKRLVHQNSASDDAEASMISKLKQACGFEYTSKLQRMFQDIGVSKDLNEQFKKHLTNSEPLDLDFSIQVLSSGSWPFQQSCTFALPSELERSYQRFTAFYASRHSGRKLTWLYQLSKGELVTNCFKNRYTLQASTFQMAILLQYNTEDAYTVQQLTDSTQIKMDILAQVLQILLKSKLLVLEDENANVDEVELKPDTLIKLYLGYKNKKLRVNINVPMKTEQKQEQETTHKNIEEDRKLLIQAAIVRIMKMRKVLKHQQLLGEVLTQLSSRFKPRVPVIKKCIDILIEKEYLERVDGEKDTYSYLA
* marks the source's active call; other numbers are inactive results; & = joins results of further samples.

The opening 4 compounds, ahead of the listing:
SMILES	RBX1-CUL1 inh
NC(=O)N/N=C1\CCCCC(O)CCC1 (stereo not drawn)	-6
Cc1ccc(C)c(NCc2ccccc2CO)c1	-11
O=C(NNS(=O)(=O)c1ccc2ccccc2c1)C(c1ccccc1)c1ccccc1	5
COc1c(C)cccc1C(=O)Nc1cccc(Cl)c1N1CCOCC1	2

Results (from the top)
SMILES	RBX1-CUL1 inh
NC(=O)N/N=C1\CCCCC(O)CCC1 (stereo not drawn)	-6
Cc1ccc(C)c(NCc2ccccc2CO)c1	-11
O=C(NNS(=O)(=O)c1ccc2ccccc2c1)C(c1ccccc1)c1ccccc1	5
COc1c(C)cccc1C(=O)Nc1cccc(Cl)c1N1CCOCC1	2
Cc1ccc(CNC(=O)Cn2cc(S(=O)(=O)Cc3ccccc3F)c3ccccc32)cc1	5
Cc1ccccc1Cn1c(=O)c2c(nc3n(CCN(C)C)c(C)cn23)n(C)c1=O	-2
CCC(=O)N1CCCC(CCc2ccccc2C)C1 (stereo not drawn)	9
CCN(Cc1nccn1C)c1ccc(-c2nc(C(C)C)no2)cn1	7
Cc1ccc(N2CCC(C3CCN(CC(C)C)CC3)C2)nn1 (stereo not drawn)	-6
CC1=Nc2nc(-c3cccs3)nn2C(c2ccc3c(c2)OCO3)C1C(=O)Nc1cccnc1 (stereo not drawn)	12
O=C(c1ccncc1)N1CCC2(CCCN(Cc3ccccc3F)C2=O)C1 (stereo not drawn)	6
S=C(NCc1ccco1)N/N=C/c1ccc(Cl)cc1	-10
Cc1ccc(NC(=O)C2CC(=O)N(c3ccc(Cl)cc3)C2)cc1C (stereo not drawn)	-18
CC1OC(Nc2cc(Cl)ccc2C(=O)O)C(O)C(O)C1O (stereo not drawn)	1
COC(=O)c1ccc(/C=C2\SC(=S)N(CO)C2=O)cc1	4
Cc1ccc(C(=O)NCC2CCCO2)cc1Cl (stereo not drawn)	0
O=C(COc1ccc(Cl)cc1)Nc1nnc2n1CCS2	1
COc1cccc(-c2nnc3n(CCc4ccccc4)c(=O)c4ccccc4n23)c1O	-7
COc1cc(C(=O)Nc2sc3c(c2C(N)=O)CCCC3)cc(OC)c1OC	-1
Cc1ccc(S(=O)(=O)n2nc(-c3ccccc3)nc2NCc2ccccc2Cl)cc1	7
Clc1cccc(C=Nc2ccc(N3CCOCC3)cc2)c1Cl	9
Cc1ncsc1C(=O)NCc1cccnc1N1CCN(C)CC1	9
COc1ccc(NC(=O)Cn2nnc(-c3nc(-c4ccncc4)no3)c2N)cc1OC	-8
CC(=O)N(C1=C(N2CCCCC2)C(=O)c2ccccc2C1=O)c1ccc(F)cc1	-13
COc1cccc(NC(=O)Nc2cc(-c3cn4cccnc4n3)ccc2OC)c1	5

The last 3 compounds of the part before come first, to join the parts.
SMILES	RBX1-CUL1 inh
COc1ccc(NC(=O)Cn2nnc(-c3nc(-c4ccncc4)no3)c2N)cc1OC	-8
CC(=O)N(C1=C(N2CCCCC2)C(=O)c2ccccc2C1=O)c1ccc(F)cc1	-13
COc1cccc(NC(=O)Nc2cc(-c3cn4cccnc4n3)ccc2OC)c1	5
Cc1cccc(C)c1NC(=O)Cn1nnc(C(=O)NCc2ccc(F)cc2)c1N	-3
Nc1c(C(=O)Nc2ccccc2C(F)(F)F)sc2nc3c(cc12)CCCCCC3	-8
CCOc1ccc(C2CC(=O)Nc3cc4c(cc32)OCO4)cc1OC (stereo not drawn)	6&7
CN1C(=O)C2(c3ccccc31)N(c1cccc(F)c1)C(=O)CS2(=O)=O (stereo not drawn)	3
Cc1cccc(-c2cnc(C)nc2C2CCCN(C(=O)c3c(F)cccc3F)C2)c1 (stereo not drawn)	-10
Cc1ccccc1N=Cc1cc2c(cc1O)OC(=N)C(C#N)C2c1cccc(F)c1 (stereo not drawn)	6
Cc1ccc(C)c(N2CCN(C(=O)c3ccc(NC(=O)c4nsc5ccccc45)cc3)CC2)c1	2
COC(=O)NC(=O)c1cn(C)c(=O)[nH]c1=O	2
CCn1cc(CNC2CC(C)(C)Cc3nc(N4CCC(O)CC4)ncc32)cn1 (stereo not drawn)	-6
Cc1ccc(OC(=O)c2ccc(Br)c(S(=O)(=O)N3CCCC3)c2)cc1C	-2
Cc1ccc(CNC(=O)c2nn(-c3ccc(Cl)cc3)nc2CO)cc1	1
CCCNS(=O)(=O)c1cc(C(=O)NC2CC2)ccc1OC	-1
O=C(CSc1nc2ccccc2s1)Nc1ccc(-c2ccccc2)cc1	-4
CCn1c(=N)c(C(=O)NCCOC)cc2c(=O)n3ccccc3nc21	3
COc1cc(/C=N\Nc2nn[nH]n2)cc(I)c1OC(C)C	-5
COc1cc(F)ccc1CN1CC[C@@H](N2CCCCCC2)[C@H](O)C1	-1
COc1ccc(NC(=O)CN2C(=O)COc3ccc(S(=O)(=O)N4CCOCC4)cc32)cc1	-9
COc1ccc(-c2cnc(C)o2)cc1S(=O)(=O)Nc1ccc(F)cc1F	0
c1ccc2c3c(ccc2c1)CCC/C3=N\N=C1/CCCc2ccc3ccccc3c21	13
Cc1ccc(C)c(NC(=O)C2CCN(Cc3ccccc3)CC2)c1	10
Cc1nc(OC(=O)c2ccccc2)cc(=O)[nH]1	-6
Cc1cc(Br)ccc1NC(=O)C1CCCN(S(=O)(=O)c2cccc3nonc23)C1 (stereo not drawn)	0
CSCCC(=O)NCC1Cc2cc(C)cc(-c3ccccn3)c2O1 (stereo not drawn)	6
CC(=O)N1CCN(c2ccc(NC(=O)C(C)C)cc2Cl)CC1	-6
CCNS(=O)(=O)c1ccc2c(c1)c(=O)n(C)c(=O)n2C	13

Four entries already listed, arranged by the number in RBX1-CUL1 inh, falling:
SMILES	RBX1-CUL1 inh
Cc1ncsc1C(=O)NCc1cccnc1N1CCN(C)CC1	9
COc1ccc(-c2cnc(C)o2)cc1S(=O)(=O)Nc1ccc(F)cc1F	0
COc1cc(C(=O)Nc2sc3c(c2C(N)=O)CCCC3)cc(OC)c1OC	-1
Cc1nc(OC(=O)c2ccccc2)cc(=O)[nH]1	-6

New compounds follow.
SMILES	RBX1-CUL1 inh
O=C(Oc1ccccc1-c1ccccc1)C12CC3CC(CC(C3)C1)C2	-1
CC(C)CC(=O)Nc1ccnn1C1CCN(C(=O)Cc2[nH]nc3ccccc23)CC1	-12
COC(C(=O)NCc1c(C)ncc2c1CCN(C(=O)c1cc3ccccc3o1)C2)c1ccccc1 (stereo not drawn)	-2
C=CCSc1nnc(C)n1-c1ccc(Cl)cc1	-5
O=C(Oc1ccc(OC(=O)C2CCC2)cc1)C1CCC1	2
CSc1ccccc1NC(=O)c1sccc1C	3
Cc1cc(C)c(C)c(OCCOCCN2CCN(C)CC2)c1	-9
O=c1cc(-c2ccccc2F)nc(-c2cccc(CN3CCCC(O)C3)c2)[nH]1 (stereo not drawn)	-6
CCN(CC)c1ncccc1CNC(=O)c1ccc(OC)o1	0
COc1ccccc1-c1ncc(CNc2cc(CN)ncn2)s1	12
CC(C)C(NC(=O)COc1ccc2ccccc2c1)C(=O)N/N=C/C=C/c1ccccc1 (stereo not drawn)	3
CC(C)(COC(=O)CN1C(=O)C2CCCCC2C1=O)NC(=O)N1c2ccccc2Sc2ccccc21 (stereo not drawn)	5
O=C(Cn1cc(SCc2ccccc2)c2ccccc21)N1CCCCC1	1
C1CCCN(c2nc(N3CCCCCC3)nc(N3CCCCCC3)n2)CC1	2
Cc1c(C(=O)OC2CCCCCC2)[nH]c2c1C(=O)CC(c1ccc(Cl)cc1)C2 (stereo not drawn)	-4
CSCCOCCOc1ccc(OCCOCCSC)cc1	19
CCN1CCN(S(=O)(=O)Cc2ccc(Cl)cc2)CC1	-3
COc1cccc(-n2c(=O)c3c4c(sc3n(Cc3ccc(C)cc3)c2=O)CCCC4)c1	-11
CN(C(=O)NCc1noc2ccccc12)c1cccc(Cl)c1	8
Cc1noc(CC(Cc2onc(C)c2[N+](=O)[O-])c2ccc3c(c2)OCO3)c1[N+](=O)[O-]	9
Cc1cc(C)nc(SCC(=O)N/N=C/c2cc(C)n(-c3ccccc3F)c2C)n1	-11
Cc1cc(C)c2c(CC(=O)N(Cc3ccc(N(C)C)cc3)Cc3ccco3)coc2c1	4
Cc1ccc(S(=O)(=O)N=S(C)c2ccccc2)cc1 (stereo not drawn)	1
CN(C)c1ccc(/C=N/N=C2NC(=O)CS2)cc1	-6
CCCN(Cc1nc(-c2ccc(OC)c(C)c2OC)oc1C)CC1CCCO1 (stereo not drawn)	-2

Rewritten with bars between the fields: 2 of the compounds above
compound | RBX1-CUL1 inh
Cc1noc(CC(Cc2onc(C)c2[N+](=O)[O-])c2ccc3c(c2)OCO3)c1[N+](=O)[O-] | 9
Cc1cc(C)nc(SCC(=O)N/N=C/c2cc(C)n(-c3ccccc3F)c2C)n1 | -11

Additional records follow.
SMILES	RBX1-CUL1 inh
O=S(=O)(Nc1nc2c(s1)CCCC2)c1ccc(Br)cc1	6
Cc1ccc(NC(=O)Cn2c(=O)n(CCCCC(=O)NCCc3ccccc3)c(=O)c3ccccc32)c(C)c1	-3
O=C1CCc2cc(S(=O)(=O)NCc3ccccc3)cc3c2N1CC3	-13
Cc1ccc2cc(C3CC(c4ccco4)=NN3S(C)(=O)=O)c(Cl)nc2c1 (stereo not drawn)	-3
O=C(CCC(F)(F)F)NC1CC(=O)N(C2CCCCCC2)C1 (stereo not drawn)	5
COc1ccccc1CNC(=O)CCc1ccc(S(=O)(=O)NCCc2ccccc2)cc1	1
CCN1CCC(NC(=O)c2cc(Cl)ccc2OC)CC1	0
COc1cccc(CNC(=O)Cn2c(=O)cc(C(F)(F)F)c3c(C)nn(C)c32)c1OC	6
COc1ccc(-c2nn3c(-c4ccccc4)nnc3c3ccccc23)cc1	-2
O=C(NCCc1ccccc1C(F)(F)F)c1cc(CN2CCCC(O)C2)on1 (stereo not drawn)	-1
Cn1c(Cc2ccccc2)nnc1SCC(=O)Nc1ccccc1C(F)(F)F	5
Cc1ccc(-n2c(SCc3ccccc3)nc3c(c2=O)C2(CCCC2)Cc2ccccc2-3)cc1	-3
CCCC(C)NC(=O)c1ccc(NC(C)=O)cc1 (stereo not drawn)	3
Cc1cc(C)cc(C(=O)Nc2cccc(C)c2C)c1	-9
CCCCS(=O)(=O)N1CCCC(C(=O)Nc2ccccc2)C1 (stereo not drawn)	9
O=C(O/C(=C\c1nc2ccccc2n1Cc1ccc(Cl)c(Cl)c1)c1ccccc1F)c1ccccc1F	8
Cc1ccc(S(=O)(=O)Oc2ccc3cc(Br)ccc3c2)cc1	1
Cc1c(CC(=O)N(C)C2CCOCC2)c2c(n1CC(C)C)CC(C)(C)CC2=O	-1
Cc1ccccc1Cn1c(=O)n(CCc2ccccc2)c(=O)c2ccccc21	2
Cc1c(Cl)cccc1NC(=O)Cn1c(=O)n(Cc2ccco2)c(=O)c2sc3ccccc3c21	-8
Cc1cc(CN(C)C(=O)c2coc(COc3ccccc3F)n2)on1	5
CN1CCN(Cc2nc3sc4c(c3c(=O)[nH]2)CCCC4)CC1	-3
Cc1ccc(CCC(=O)Nc2ccc(F)cc2F)cc1	10
c1ccc(CCNCCCN2CCOCC2)cc1	-4
CCc1ccc(NC(=O)CSc2nc3c([nH]c4ccccc43)c(=O)n2-c2cccc(OC)c2)cc1	10
SMILES	RBX1-CUL1 inh
O=c1oc(C(F)(F)C(F)(F)C(F)(F)F)nc2c(Cl)cc(Cl)cc12	3
CC1=NC(=O)C2=C(C1)OC(=N)C(C#N)C2c1ccccc1 (stereo not drawn)	3
CCc1sc(N(C(=O)C2CCCCC2)c2cccc(Br)c2)nc1-c1ccc(Cl)cc1	-4
COc1ccc(NC(=O)c2ccco2)cc1NC(=O)COc1ccc(C)c(C)c1	4
O=C(N/N=C/c1ccc(OC(=O)c2ccccc2Cl)cc1)c1ccc(Cl)cc1	12
Cc1sc2ncn(/N=C/c3ccccn3)c(=O)c2c1C	3
Cc1ccc(S(=O)(=O)n2cc([N+](=O)[O-])nc2C)cc1C	5
O=C(NNC1CC(=O)N(c2cc(Cl)cc(Cl)c2)C1=O)c1ccccc1 (stereo not drawn)	2
Cc1cc(N2CCCCCC2)nc2ccccc12	1
COc1ccc2c(C)nc(N3CCCC(C(=O)N4CCC[C@H]4CO)C3)nc2c1 (stereo partly drawn)	12
CC1=Nc2nc(SCc3ccccc3F)nn2C(c2cccnc2)C1C(=O)Nc1cccnc1 (stereo not drawn)	-6
O=C(NN1C(=O)C2C3C=CC(O3)C2C1=O)c1ccncc1 (stereo not drawn)	-6
CCCS(=O)(=O)N1CCCC1C(=O)Nc1cccc(-n2cccn2)c1 (stereo not drawn)	6
COC(=O)Nc1ccc(S(=O)(=O)Nc2cccc(F)c2)cc1	5
Cc1ccc(C(=O)Nc2nc3ccc(Cl)cc3s2)cc1C	7
CN1CCC2=NC(=S)C(C#N)=C(c3ccc(F)cc3)C2C1 (stereo not drawn)	97*
COc1cc(C(=O)Oc2ccc(C(=S)N3CCOCC3)cc2)cc(OC)c1OC	-2
CCCCCCNC(CC(=O)Nc1cc(OC)ccc1OC)C(=O)O (stereo not drawn)	2
O=C(Nc1ccc2c(c1)OCO2)c1cc(Br)ccc1Br	-3
Cc1cccc(N2CCN(C(=O)c3ccc4c(Cl)c5c(nc4c3)CCCC5)CC2)c1C	-10
Cc1ccc(-c2cnnc(NCc3cn4nc(C)sc4n3)n2)o1	1
COc1cc2nc(-c3cc4c(c(OC)c3)OCCN(C(=O)c3ccccc3F)C4)cc(C)c2cc1OC	6
O=C(Nc1nc2c(Cl)cccc2s1)c1cccnc1Cl	-1
COC(=O)C(CC(C)C)NC(=O)c1cc([N+](=O)[O-])cc([N+](=O)[O-])c1 (stereo not drawn)	-2
CCOC(=O)c1nn(-c2ccc(OCC)cc2)c2nc(CC(C)C)c(C#N)c(=O)n12	4
SMILES	RBX1-CUL1 inh
Cc1ccc2c(N)c(C(=O)N(c3ccccc3)c3ccccc3)sc2n1	-11
CC(C)(C)c1ccc(C(=O)NCCc2csc(-c3ccc(Cl)cc3)n2)cc1	-2
CN(C(=O)CSc1nc(-c2ccc(F)cc2)cc(C(F)(F)F)n1)c1ccc(OC(F)(F)F)cc1	-10
Cc1cccc(-c2cccc(NC(=O)C3CCCN3Cc3ncc[nH]3)c2)c1 (stereo not drawn)	-4
c1ccc(-c2noc(CN3CCc4ccccc4C3)n2)cc1	0
Cc1ccc(C(=O)NNC(=S)NC(=O)c2ccccc2)cc1	2

Screens: PubChem, Icahn School of Medicine at Mount Sinai

Only part of the results is shown; the hit share may differ from the screen's.
